Compound activity from PubChem.
M1 ag parental – nonselective activator or artifact in parental CHO-K1 cells; 360,000 compounds, 0.48% hits; AID 602248; Fluo-8 calcium fluorescence; scaled to maximal ATP response, vehicle zero; activation, % at 3 µM; in the data active = activation above about 15%;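 also: untransfected CHO-K1 host cells lacking M1 receptor as counterscreen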
CHRM1 antagonist – antagonists of human M1 muscarinic receptor | inhibition, % at 3 µM | P11229 | 360,000 compounds, 1.3% hits | CHO-K1 hM1, Fluo-8 calcium fluorescence, ACh EC80 antagonist;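 active = percent inhibition above its own plate's cutoff, namely the mean of that plate's compound wells plus 3 SD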;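 also: peak over basal fluorescence ratio during 140 s after agonist addition; 0% = ACh EC80 plus DMSO and 100% = DMSO alone without agonist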
CHO parental Ca – signal in parental CHO cells, OX1R antagonist counter-screen; 330,000 compounds, 0.63% hits; parental CHO-K1, ATP-induced calcium, Fluo-8 fluorescence; inhibition, % at 5.6 µM;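 active = inhibition above that plate's mean sample inhibition plus 3 SD, cut at about 26% in these data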;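 also: 0% = ATP-challenged DMSO wells and 100% = DMSO wells without ATP; some compounds past the cut are filed as inactive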
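Material: Parental CHO cells | Reagent: ATP | Compound dosing: Single nominal dose of 5.6 µM per compound | Detection: Intracellular calcium via Fluo-8 no-wash fluorescent dye | Read-out: % inhibition of ATP-induced calcium mobilization | Benchmarks: Low control ATP plus DMSO, high control DMSO only | Replicates: Singlicate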
OXTR potentiate – human OXTR potentiation; 320,000 compounds, 0.061% hits; activation, % at 3 µM; CHO-OTR cells, Fluo-8 calcium fluorescence, potentiator mode; 0% = oxytocin EC15, 100% = EC100; AID 2445; P30559;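 active = activation above that plate's cutoff, the mean activation of tested compounds plus 3 SD, cut at about 6.6% in these data, passing the limit was not always enough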;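 also: 100% uses oxytocin at 75 nM as the full agonist control; some results filed as inactive read as strong as hits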
Target sequence (P30559 whole entry, looked up): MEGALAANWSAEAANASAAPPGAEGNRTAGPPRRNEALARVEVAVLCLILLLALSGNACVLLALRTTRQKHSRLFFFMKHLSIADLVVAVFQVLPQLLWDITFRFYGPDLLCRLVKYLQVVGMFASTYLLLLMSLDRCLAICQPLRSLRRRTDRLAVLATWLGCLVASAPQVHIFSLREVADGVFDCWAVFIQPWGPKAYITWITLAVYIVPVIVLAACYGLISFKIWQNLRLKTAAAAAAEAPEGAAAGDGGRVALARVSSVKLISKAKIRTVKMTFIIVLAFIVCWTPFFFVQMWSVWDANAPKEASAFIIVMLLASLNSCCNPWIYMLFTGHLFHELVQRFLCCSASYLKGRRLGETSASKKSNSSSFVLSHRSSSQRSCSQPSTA
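System: human OTR in CHO cells / Also added: sub-maximal oxytocin, roughly EC15 / Control set: EC15 oxytocin low, 75 nM oxytocin high / Schedule: 6 min compound pre-incubation at room temperature, 100 s kinetic read / Compound: single-point 3.0 µM / Replication: singlicate / Technique: Fluo-8 calcium dye fluorescence / Read-out basis: % activation of max/min ratio relative to oxytocin controls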
M1 PAM – potentiates human M1 receptor response to acetylcholine; P11229; activation, % at 3 µM; CHO-K1 hM1, Fluo-8 calcium fluorescence, ACh EC20; 0% = ACh EC20, 100% = maximal ACh; AID 588819; 360,000 compounds, 0.088% hits; in the data active = activation above about 19%, passing the limit was not always enough
CHRM1 agonist – agonists of human M1 muscarinic receptor; P11229; CHO-K1 hM1, Fluo-8 calcium fluorescence, agonist mode; 0% DMSO, 100% acetylcholine EC100; activation, % at 3 µM; 360,000 compounds, 0.33% hits;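 active = activation above the run's mean compound activation plus 3 SD, cut at about 16% in these data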;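 also: peak over basal fluorescence ratio within a 140 s kinetic read after compound addition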
CHO-K1 Ca antag – counter-screen for M1 antagonists: effect in parental CHO-K1 cells | 360,000 compounds, 0.6% hits | inhibition, % at 3 µM | ATP-induced calcium, Fluo-8 fluorescence;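 active = inhibition above a per-plate cutoff, the plate's mean sample inhibition plus 3 SD, cut at about 24% in these data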;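 also: 0% = DMSO plus EC80 ATP and 100% = DMSO alone without ATP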
M4 ag – CHRM4 agonism in calcium assay; P08173; CHO-K1 hM4/Gqi5, Fluo-8 calcium fluorescence; vehicle 0%, full acetylcholine response 100%; activation, % at 3 µM; 360,000 compounds, 0.14% hits; AID 624127;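 active = activation above the run mean over all test wells plus 3 SD, cut at about 32% in these data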;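 also: peak over basal fluorescence ratio per well then scaled between controls; 0% = DMSO wells and 100% = acetylcholine at EC100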
Target sequence (P08173 whole entry, looked up): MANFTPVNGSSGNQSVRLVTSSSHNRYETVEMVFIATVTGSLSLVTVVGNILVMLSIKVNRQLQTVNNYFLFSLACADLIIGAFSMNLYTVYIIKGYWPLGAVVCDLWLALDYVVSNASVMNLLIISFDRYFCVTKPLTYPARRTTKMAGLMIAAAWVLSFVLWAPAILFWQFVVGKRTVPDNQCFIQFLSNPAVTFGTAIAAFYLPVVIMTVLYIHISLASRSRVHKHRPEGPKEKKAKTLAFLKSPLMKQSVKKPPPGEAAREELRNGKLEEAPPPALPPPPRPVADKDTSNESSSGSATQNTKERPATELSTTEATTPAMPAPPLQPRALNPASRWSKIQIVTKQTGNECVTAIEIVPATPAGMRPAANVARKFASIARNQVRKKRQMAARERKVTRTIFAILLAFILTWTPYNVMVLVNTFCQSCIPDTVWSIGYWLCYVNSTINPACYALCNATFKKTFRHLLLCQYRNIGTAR
CHRM4 antagonist – antagonists of human muscarinic M4 receptor (CHRM4); inhibition, % at 3 µM; P08173; 360,000 compounds, 0.73% hits; CHO-hM4 cells, ACh EC80, Fluo-8 calcium fluorescence;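 active = inhibition above its plate's cutoff, the mean inhibition of sample wells plus 3 SD, cut at about 27% in these data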;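 also: 0% = acetylcholine EC80 with DMSO and 100% = DMSO without agonist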
Starred values were filed as active, the others as inactive; nt = not tested or not shown.

| Compound | M1 ag parental | CHRM1 antagonist | CHO parental Ca | OXTR potentiate | M1 PAM | CHRM1 agonist | CHO-K1 Ca antag | M4 ag | CHRM4 antagonist |
| --- | --- | --- | --- | --- | --- | --- | --- | --- | --- |
| COc1ccc(-c2ccc(-c3nnc(-c4cc(OC)ccc4OC)o3)cc2)cc1 | -0.4 | -4 | -10 | -4 | 6 | -4 | 0 | 1 | -6 |
| CN(c1ccccc1)S(=O)(=O)c1ccc(C(=O)NCc2ccccc2F)cc1 | 1.4 | -9 | -3 | -9 | 6 | -2 | -1 | 10 | -18 |
| O=C(/C=C/c1cccs1)c1ccc(Br)cc1 | -0.6 | -17 | -25 | -17 | 9 | -2 | 18 | -2 | -7 |
| COc1ccccc1CCC(=O)N(CCC1=CCCCC1)c1c(N)n(Cc2ccccc2)c(=O)[nH]c1=O | -0.9 | -17 | -8 | -15 | 17 | 3 | 5 | -1 | -5 |
| COc1ccc(OC)c(N(CC(=O)NC2CCCC2)S(=O)(=O)c2ccc(OC)c(OC)c2)c1 | 3.8 | 3 | -16 | -7 | -1 | -2 | -2 | 12 | -12 |
| COc1cccc(CNC(=O)C(CC(C)C)NC(=O)c2ccccc2C)c1 (stereo not given) | 1.1 | 21 | -34 | -14 | -2 | -3 | 8 | 6 | -5 |
| Cc1c(CC(=O)O)c(=O)oc2cc(OCc3ccc(Cl)cc3)ccc12 | 0.6 | -10 | -5 | -4 | 8 | -3 | 2 | 1 | -3 |
| C=CCNc1nc(NCCOc2ccccc2Cl)c2sc(-c3ccccc3)cc2n1 | 1.1 | 6 | nt | nt | -5 | -5 | 7 | 0 | -9 |
| O=C(CNc1ccc(F)cc1)N/N=C1\CCc2ccccc21 | 4.4 | 1 | -23 | -7 | -12 | -6 | 13 | 17 | 5 |
| O=C(CNC(=O)c1ccc(Br)o1)OCC(=O)c1cccc([N+](=O)[O-])c1 | 6.4 | 1 | -9 | -14 | 2 | -7 | -10 | 2 | 0 |
| CCC(C)NS(=O)(=O)c1ccc(-c2csnn2)s1 (stereo not given) | 0.8 | -28 | -2 | -10 | 5 | -3 | -5 | 1 | 1 |
| COCCNC(=O)C1(C)CCCN(C(=O)c2ccccc2OC)C1 (stereo not given) | 0.3 | -11 | nt | nt | 7 | -2 | -1 | 1 | -23 |
| CC(C)c1ccc(NC(=O)c2cccc(Br)c2)cc1 | 1.0 | -5 | -5 | -17 | -12 | -9 | -5 | -2 | 4 |
| CC(=O)c1cccc(OCC(=O)Nc2cc(S(=O)(=O)N3CCOCC3)ccc2N2CCCC2)c1 | -0.3 | 12 | -20 | 7 | -5 | -4 | -5 | 1 | 5 |
| COc1cccc(OC)c1C(=O)N1CCN(c2ccccn2)CC1 | 0.7 | -9 | -14 | -2 | 9 | -1 | -29 | 2 | -18 |
| O=C(COC(=O)c1cccnc1Cl)NCCC1=CCCCC1 | 0.2 | 7 | 1 | -4 | -2 | 4 | -3 | 1 | -7 |
| COc1ccc(/C=C2\SC(=S)N(CCC(=O)Nc3ccc(C(=O)O)cc3)C2=O)cc1OC | -0.8 | -10 | 0 | -4 | 20 | 0 | -3 | 0 | -5 |
| O=C(Oc1cccc2cccnc12)c1cccc(-n2cnnn2)c1 | 0.1 | 4 | -4 | -5 | 1 | -3 | 2 | 1 | 2 |
| N#CC1=C(N)C2=CCCC[C@H]2[C@H](c2ccc(Br)cc2)C1(C#N)C#N | -0.2 | -12 | -7 | -4 | 6 | -4 | -1 | 1 | -11 |
| NCCCNc1ccc([N+](=O)[O-])cc1C(F)(F)F | -0.1 | -5 | -2 | -11 | 8 | -9 | 5 | 2 | 4 |
| COc1ccccc1N=Nc1c(C)[nH][nH]c1=O | 0.1 | 1 | -4 | -1 | 1 | -7 | 1 | 0 | 2 |
| COc1ccc(C(=O)NCCN2CCOCC2)cc1S(=O)(=O)Nc1ccc(C)cc1 | 0.6 | 8 | -20 | -8 | 2 | -3 | -10 | 0 | 1 |
| COc1c(C)cc(C(=O)C2CCCN(Cc3cccc4nccnc34)C2)cc1C (stereo not given) | 1.0 | 42* | -13 | 4 | -29 | -12 | -8 | 2 | 1 |
| Cc1ccccc1NC(=O)c1cccc(S(=O)(=O)N2CCOCC2)c1 | 2.0 | -10 | 4 | 2 | 8 | -2 | -7 | 1 | 6 |
| COc1cc2cc(CCO)oc(=O)c2cc1OC | -0.2 | -5 | -5 | 5 | 10 | -3 | -11 | -1 | 13 |

| Compound | M1 ag parental | CHRM1 antagonist | CHO parental Ca | OXTR potentiate | M1 PAM | CHRM1 agonist | CHO-K1 Ca antag | M4 ag | CHRM4 antagonist |
| --- | --- | --- | --- | --- | --- | --- | --- | --- | --- |
| COc1ccc(OC2CCN(S(=O)(=O)c3ccc(OC)c(OC)c3)CC2)cc1 | 8.4 | -3 | 7 | -24 | 4 | 1 | -3 | 7 | -8 |
| COc1ccc(NC(=O)Cc2ccc(Cl)cc2)cc1S(=O)(=O)N1CCCCC1 | 1.5 | -3 | -18 | -9 | 3 | -2 | 5 | 9 | -6 |
| COc1ccc(NC(=O)N2CCc3ccccc32)cc1 | 0.1 | -28 | -3 | -7 | 8 | -4 | -3 | 1 | -1 |
| O=C1CC(NS(=O)(=O)c2cccnc2)CN1c1cccc(F)c1 (stereo not given) | 0.6 | 1 | -16 | 0 | 1 | -2 | -2 | 0 | -9 |
| COc1ccc(CC(=O)N2CCN(c3ccccc3OC)CC2)cc1OC | -0.1 | -17 | -13 | -12 | 12 | -1 | 13 | 2 | -1 |
| Cn1c(=O)[nH]c(=O)c2c1nc(NCc1ccco1)n2CCCc1ccccc1 | 0.4 | 0 | nt | nt | 3 | -3 | -3 | 2 | -6 |
| COc1cc2c(cc1OC)CN(Cc1cc(=O)oc3cc(C)c(C)cc13)CC2 | 0.3 | 4 | -10 | 3 | 1 | -6 | -9 | 3 | -12 |
| Cc1ccc(C(=O)Nc2ccc3c(c2)CCC3)cc1 | -0.8 | 1 | -2 | 3 | 6 | -6 | -1 | -2 | -8 |
| NCCCC[C@H]1CNC(=S)N1CCc1cccc(F)c1 | 0.4 | 2 | -4 | -1 | 3 | -11 | -8 | 1 | -1 |
| Clc1ccc(-c2nc3ncccn3c2Cl)cc1 | 3.3 | 1 | -15 | -3 | -1 | -5 | -9 | 10 | -1 |
| CCOc1cc(C(=O)OCC(=O)Nc2cc(C)on2)ccc1OCC(C)C | 0.1 | -14 | -12 | -7 | 10 | -6 | -14 | 0 | -11 |
| COc1cc(C(=O)NCC(c2ccccc2)N(C)C)ccc1OCC(=O)N1CCOCC1 (stereo not given) | -0.1 | -6 | 1 | -20 | 10 | -3 | -9 | 1 | -5 |
| CCOc1cccc2sc(N(CCN(C)C)C(=O)/C=C/c3cccs3)nc12 | 5.6 | 2 | -12 | -11 | 0 | 0 | -4 | 14 | 4 |
| Cc1nn(C)cc1C(=O)Nc1ccccc1Br | 0.0 | 10 | 13 | -2 | -5 | -4 | 4 | 2 | -2 |
| Cn1cc([N+](=O)[O-])c(C(=O)N/N=C/c2cc3c(cc2Br)OCO3)n1 | -0.3 | -12 | -12 | -8 | 4 | -5 | 0 | 0 | 0 |
| CN(C)c1ccc(C(C(=O)NCC2CCCO2)N(C(=O)c2snc(C(N)=O)c2N)c2ccc3c(c2)OCO3)cc1 (stereo not given) | 2.4 | 3 | -8 | -8 | -6 | -3 | -9 | 3 | 9 |
| COc1cc([C@H]2[C@@H]3CCCC[C@]3(O)CCN2CC(=O)Nc2ccc(C)cc2C)ccc1O | 3.5 | -10 | -18 | -10 | 4 | 2 | -16 | 10 | -6 |
| COc1ccc(N(C)S(=O)(=O)c2cccc3nsnc23)cc1 | 0.8 | -4 | -2 | -6 | 1 | -13 | 14 | 2 | 8 |
| C=CC[C@H](CC(=O)OC(C)(C)C)C(=O)OC[C@@H]1CCCN1C(=O)[C@@H](CC=C)CC(=O)NCCO | 1.5 | -3 | -8 | -1 | 5 | -2 | -19 | 1 | -7 |
| O=C(NCCNC1CCC(c2ccccc2)CC1)c1cccs1 (stereo not given) | 2.5 | 18 | -18 | -10 | -12 | -7 | -3 | 10 | -4 |
| O=C(O)[C@H]1CC=C[C@H]2CCN(Cc3ccc(Cl)c(Cl)c3)C(=O)[C@@H]12 | 0.3 | 3 | -16 | nt | 2 | -2 | 2 | 1 | 3 |
| O=C(Oc1ccc2c(=O)c(Cl)coc2c1)c1cccnc1 | 0.9 | -1 | -8 | 2 | 3 | 0 | -5 | 1 | -3 |
| Cn1c2c(c3ccccc31)CCN=C2c1ccccc1 | -0.3 | 2 | -8 | -1 | -4 | -10 | -2 | 1 | -7 |
| CNC(=S)Nc1cccc(C(C)=O)c1 | 0.2 | -4 | -5 | -5 | 3 | -3 | -2 | 0 | 1 |
| Cc1ccc(N2CCN(/N=C/c3ccccc3)CC2)cc1 | 3.8 | 5 | -2 | -6 | 1 | -4 | -5 | 1 | 0 |

Structural class: the entries above with an NH in an aromatic ring (3)
| Compound | M1 ag parental | CHRM1 antagonist | CHO parental Ca | OXTR potentiate | M1 PAM | CHRM1 agonist | CHO-K1 Ca antag | M4 ag | CHRM4 antagonist |
| --- | --- | --- | --- | --- | --- | --- | --- | --- | --- |
| COc1ccccc1CCC(=O)N(CCC1=CCCCC1)c1c(N)n(Cc2ccccc2)c(=O)[nH]c1=O | -0.9 | -17 | -8 | -15 | 17 | 3 | 5 | -1 | -5 |
| COc1ccccc1N=Nc1c(C)[nH][nH]c1=O | 0.1 | 1 | -4 | -1 | 1 | -7 | 1 | 0 | 2 |
| Cn1c(=O)[nH]c(=O)c2c1nc(NCc1ccco1)n2CCCc1ccccc1 | 0.4 | 0 | nt | nt | 3 | -3 | -3 | 2 | -6 |

(cont.)
| Compound | M1 ag parental | CHRM1 antagonist | CHO parental Ca | OXTR potentiate | M1 PAM | CHRM1 agonist | CHO-K1 Ca antag | M4 ag | CHRM4 antagonist |
| --- | --- | --- | --- | --- | --- | --- | --- | --- | --- |
| COc1ccc(Cn2c(=O)[nH]c3cc(C(=O)Nc4ccccc4C)ccc32)cc1 | 1.3 | -19 | -6 | -6 | 9 | 7 | -19 | 4 | 2 |
| CCOC(=O)N1CCN(S(=O)(=O)c2ccc(C)c(C(=O)NC3CCCCC3)c2)CC1 | 1.2 | -10 | -5 | 0 | 7 | -2 | -10 | 1 | -6 |
| CCCN(CC(=O)Nc1ccccc1C)C(=O)/C=C/c1ccc(S(=O)(=O)N2CCCCCC2)cc1 | 1.6 | 4 | -11 | -10 | -1 | -2 | -6 | 2 | -3 |
| O=C1NC(=O)C(=Cc2ccco2)S1 | 0.3 | -7 | nt | nt | 9 | -2 | -16 | 0 | -14 |
| C[C@@H]1CN([C@@H](C)CO)C(=O)c2cc(C#Cc3cccc(F)c3)cnc2O[C@@H]1CN(C)CC1CCOCC1 | 1.3 | -16 | nt | nt | 9 | -8 | -13 | 2 | -11 |
| O=C(Nc1ccc(-c2csc(Nc3cccc(C(F)(F)F)c3)n2)cc1)c1ccccc1 | 0.1 | -4 | -3 | -13 | 3 | -3 | 0 | 0 | 0 |
| CC1(C2CCC3C4CCC5CC6(CCC5(C)C4C(=O)CC32C)OCCO6)OCCO1 (stereo not given) | -0.1 | -24 | nt | nt | 25* | -5 | -9 | 1 | -18 |
